DAGLB inh: DAGLB lipase inhibitors, primary screen, biochemical, fluorescence, HTS. Diacylglycerol lipase-beta (Homo sapiens), Q8NCG7. 340,000 compounds, 0.059% hits. inhibition, % at 5.17 µM. HEK293T DAGLB membrane lysate, EnzChek fluorogenic substrate; in the data active = inhibition above about 34%;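 note: 0% = enzyme with vehicle and 100% = wells lacking enzyme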
CAL PDZ FP-1: CAL PDZ peptide-binding inhibitors, primary screen, biochemical, fluorescence polarization, Cer-tagged CAL PDZ, HTS | Golgi-associated PDZ and coiled-coil motif-containing protein (Homo sapiens), Q9HD26 | purified CAL PDZ, TMR-peptide fluorescence polarization, 1 h | inhibition, % at 20 µM | 330,000 compounds, 0.02% hits | AID 504414, 2011;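 active = highest replicate inhibition of at least 40%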;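 note: plate controls were DMSO neutral control wells for no effect and unlabeled competitor peptide control wells for full effect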
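Assay system – tagged CAL PDZ protein CerCALP, purified · Timing – 1 h at RT · Compound – single point, 20 µM · Measured by – fluorescence polarization from S- and P-plane intensities, G-factor corrected · Evaluation – inhibition from polarization loss · Probe or stimulus – TMR reporter peptide T*-PRC34 · Buffer or medium – pH 7.4 phosphate-saline buffer, reducing agent, detergent, IgG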
DSG3 Ab inh: inhibitors of pemphigus antibody binding to DSG3, primary screen, biochemical, bead-based, flow cytometry, scFv-GFP; Desmoglein-3 (Homo sapiens), P32926; DSG3-coupled beads, scFv-anti-DSG3-GFP binding; active compounds read low; binding (percent of control), % at 10 µM; 310,000 compounds, 0.48% hits; AID 588358, 2011;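 active = binding more than 3 SD below its plate's average and above zero; inconclusive = below that plate limit but binding exactly zero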;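 note: hits lower antibody fragment binding to DSG3; some compounds called inactive have numbers as strong as hits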
Cardiac RTF inh: cardiac RTF calcium sensitivity inhibitors, primary screen, biochemical, IANBD-TnC fluorescence, EC70 calcium. Troponin I, cardiac muscle (Homo sapiens) + Troponin T, cardiac muscle (Homo sapiens) + …. IANBD-labeled cardiac RTF, Ca2+ fluorescence. inhibition, % at 7.15 µM. 340,000 compounds, 0.12% hits. AID 493244, 2011;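 active = inhibition above the mean inhibition of all tested compounds plus 3 SD, cut at about 17% in these data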;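 note: assay run at fixed EC70 calcium of 1.6 mM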
C-LANA FP: inhibitors of KSHV C-LANA binding to DNA, primary screen, biochemical, fluorescence polarization, FAM-LBS DNA, MBP-C-LANA, single point; 340,000 compounds, 0.078% hits; Kaposi's sarcoma herpesvirus LANA C-terminal domain (residues 932-1162) DNA binding; inhibition, % at 9 µM;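 active = highest replicate inhibition at or above 60% at 9 µM, even if other replicates fall short; inactive = all replicates below 60% inhibition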;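 note: 0% = neutral control wells and 100% = 4 µM acridine orange control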
NSD2 inh: NSD2 histone methyltransferase inhibitors, primary screen, biochemical, AlphaScreen, single concentration, set 2. Histone-lysine N-methyltransferase NSD2 (Homo sapiens), O96028. NSD2 peptide methylation, 120 min. inhibition, % at 12.5 µM. 310,000 compounds, 0.54% hits; in the data active = inhibition above about 50%
Target sequence (O96028 whole entry, looked up): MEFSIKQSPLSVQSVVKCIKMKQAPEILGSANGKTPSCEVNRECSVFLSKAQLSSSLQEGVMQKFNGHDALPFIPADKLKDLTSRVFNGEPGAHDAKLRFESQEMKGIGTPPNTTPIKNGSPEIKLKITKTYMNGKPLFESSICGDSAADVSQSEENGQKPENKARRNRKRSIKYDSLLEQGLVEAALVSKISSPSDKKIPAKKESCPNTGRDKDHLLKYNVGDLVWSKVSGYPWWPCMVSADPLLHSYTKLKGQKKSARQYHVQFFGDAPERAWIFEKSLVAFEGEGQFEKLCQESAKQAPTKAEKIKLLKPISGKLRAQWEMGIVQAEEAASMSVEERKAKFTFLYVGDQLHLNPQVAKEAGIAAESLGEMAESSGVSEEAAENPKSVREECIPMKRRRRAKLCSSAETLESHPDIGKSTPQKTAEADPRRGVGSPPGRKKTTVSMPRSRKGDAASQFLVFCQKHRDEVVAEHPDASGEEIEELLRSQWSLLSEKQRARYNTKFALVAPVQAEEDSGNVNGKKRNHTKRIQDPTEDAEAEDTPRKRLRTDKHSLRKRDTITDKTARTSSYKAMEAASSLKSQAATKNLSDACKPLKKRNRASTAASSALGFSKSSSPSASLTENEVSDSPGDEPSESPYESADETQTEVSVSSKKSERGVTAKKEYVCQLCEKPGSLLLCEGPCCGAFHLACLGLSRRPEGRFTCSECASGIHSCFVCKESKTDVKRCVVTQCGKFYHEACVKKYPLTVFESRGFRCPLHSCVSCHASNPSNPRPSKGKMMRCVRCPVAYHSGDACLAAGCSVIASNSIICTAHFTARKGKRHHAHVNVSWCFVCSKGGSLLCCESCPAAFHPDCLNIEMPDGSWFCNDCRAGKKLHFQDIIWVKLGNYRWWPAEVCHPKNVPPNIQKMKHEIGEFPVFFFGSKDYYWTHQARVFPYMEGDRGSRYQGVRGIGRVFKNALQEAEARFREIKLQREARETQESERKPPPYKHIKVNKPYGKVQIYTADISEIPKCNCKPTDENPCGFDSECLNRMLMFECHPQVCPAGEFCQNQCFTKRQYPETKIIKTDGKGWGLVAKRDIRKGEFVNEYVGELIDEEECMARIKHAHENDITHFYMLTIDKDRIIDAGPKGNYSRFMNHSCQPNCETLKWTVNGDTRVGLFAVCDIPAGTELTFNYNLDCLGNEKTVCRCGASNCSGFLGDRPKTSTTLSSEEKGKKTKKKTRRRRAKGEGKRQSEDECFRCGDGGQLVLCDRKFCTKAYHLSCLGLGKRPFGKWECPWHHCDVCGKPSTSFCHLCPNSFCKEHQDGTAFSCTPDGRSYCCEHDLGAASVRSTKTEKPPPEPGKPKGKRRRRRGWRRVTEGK
V-ATPase pH: regulators of yeast V-ATPase proton pumping, primary screen, pHLuorin cytosolic pH fluorescence | response, % at 10 µM | AID 504577, 2011 | S. cerevisiae | 350,000 compounds, 0.37% hits; in the data active = response mostly above about 7.3%, no sharp cut-off; inactive = mostly below about 5.4%; note: actives read high; inactives centre near 0; some compounds called inactive have numbers as strong as hits; reference of the scale not given here
Arrestin-AP2 inh: inhibitors of beta-arrestin/AP2 binding, primary screen, biochemical, GPCR trafficking, flow cytometry | AID 504490, 2011 | FITC-arrestin peptide / GST-AP2 beads; AP2 beta2 appendage carries R879A mutation | beta-arrestin 1 C-terminal peptide binding to AP2 beta2-adaptin appendage (human) | 340,000 compounds, 0.31% hits | inhibition, % at 10 µM;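 active = inhibition above a set limit, near 3 SD of compounds lacking own fluorescence, cut at about 54% in these data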;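 note: plate controls were DMSO wells for no effect and 5 µM unlabelled arrestin peptide for full effect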
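System: GST-AP2 R879A glutathione beads. Medium: PBS with 0.05% Tween 20 and 0.1% BSA. Also added: FITC-arrestin peptide, 50 nM. Incubation: 12 min plus 1 h, RT. Measured by: high-throughput flow cytometry of beads, ex 488, em 535 nm. Evaluation: percent drop in bead-associated FITC signal.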
Keap1 Nrf2 FP: Keap1-Nrf2 protein-protein interaction inhibitors, primary screen, biochemical, fluorescence polarization, single point; Kelch-like ECH-associated protein 1 (Homo sapiens), Q14145; Keap1 Kelch-Nrf2 peptide fluorescence polarization, 1536-well; inhibition, % at 9.4 µM; 340,000 compounds, 0.15% hits; AID 504523, 2011; in the data active = inhibition above about 12%; inconclusive = no clear call, values can overlap the other calls; inactive = below about 7.3%;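 note: human Keap1 Kelch domain with fluorescein labeled Nrf2 9mer peptide probe; 0% = neutral control wells and 100% = peptide positive control; higher means more block of Keap1 binding to Nrf2 peptide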
CAL PDZ FP-2: untagged CAL PDZ binding inhibitors, primary screen, biochemical, fluorescence polarization, HTS; 300,000 compounds, 0.92% hits; AID 602252, 2012; purified CAL PDZ, TMR-peptide fluorescence polarization, 1 h; inhibition, % at 24.9 µM;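 active = mean inhibition of at least 30% with at least half of replicates also reaching 30%; inconclusive = no clear call, values can overlap the other calls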;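 note: 0% = DMSO neutral control and 100% = excess unlabeled competitor peptide PRC23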
Active calls of the source: *; ? = inconclusive; / = not tested or not shown. A portion of the library; count on the stated rates, not on these rows.

Second line of a record – DAGLB inh	CAL PDZ FP-1	DSG3 Ab inh	Cardiac RTF inh	C-LANA FP	NSD2 inh	V-ATPase pH	Arrestin-AP2 inh	Keap1 Nrf2 FP	CAL PDZ FP-2
[1] CCN(C(=O)COC(=O)CCCN1C(=O)c2cccc3cccc(c23)C1=O)C1CCS(=O)(=O)C1 (configuration not stated)
→ -1	-3.0	105	0	1.8	-4	-1	6	3	-6
[2] O=C1c2cccc3c([N+](=O)[O-])ccc(c23)C(=O)N1Cc1cccnc1
→ -4	0.7	96	-18	1.6	7	-14	9	?	37*
[3] O=c1[nH]c(-c2cccnc2)nc2ccccc12
→ 2	-0.8	/	-12	-2.1	5	-2	15	2	11
[4] N#CCCN(Cc1ccccc1)C(=O)Nc1ccccc1
→ -1	-1.1	111	-4	-2.7	-2	-4	7	-6	1
[5] CCCOc1ccc(-c2nnn(CC(=O)Nc3cccc(C(=O)OC)c3)n2)cc1
→ -2	0.0	100	-1	-0.4	-2	8	-4	-5	4
[6] CC(C(=O)c1ccccc1)[n+]1cccc(C(N)=O)c1 (configuration not stated)
→ -6	-1.2	116	-9	/	-5	5	14	-7	/
[7] NC(=O)CN1C(=O)/C(=c2\sc3nc(=O)c(Cc4ccccc4)nn3c2=O)c2ccccc21
→ /	/	116	/	/	-1	0	38	/	/
[8] COc1ccc(/C(C)=N/NC(=O)CNC(=O)c2cccs2)cc1
→ -1	-0.2	106	5	1.3	0	1	13	3	27
[9] O=C(c1cc(C2CC2)nn1-c1ccccc1)N1CCN(S(=O)(=O)c2ccccc2F)CC1
→ 0	/	114	/	/	0	2	/	/	/
[10] CN(CC(=O)Nc1cccc(F)c1)C(=O)CCCn1c(=O)oc2ccccc21
→ -1	-2.3	99	-12	1.0	0	-3	21	-1	-2
[11] O=[N+]([O-])c1cccnc1S(=O)(=O)c1ccccc1
→ -23	0.2	95	-6	2.9	1	-1	-8	2	2
[12] CC(C)CCNC(=O)CN(CCCN1CCOCC1)C(=O)Cn1nnc(-c2ccc(F)cc2)n1
→ 0	-0.5	106	-2	-1.2	-1	-1	5	-1	0
[13] O=C(O)c1nnn(-c2cc(C(F)(F)F)cc(C(F)(F)F)c2)c1-c1ccccc1
→ 2	0.1	/	8	-2.6	0	-2	30	0	0
[14] CCc1nc2ccccc2c(C(=O)Nc2cccc(C)c2)c1C
→ 6	0.3	100	1	1.0	-4	2	-3	1	/
[15] CCOC(=O)/C(C#N)=C/c1c(N2CCN(C)CC2)nc2ccccn2c1=O
→ -1	-1.3	92	0	0.6	2	-1	4	-1	-8
[16] O=C(NC1CC1)c1cc(-c2ccc(Br)cc2)nc2ccccc12
→ -3	-1.0	91	-2	0.0	0	-1	-9	-6	/
[17] O=C(c1ccc(Cl)c(Cl)c1)N1CCC(O)(CN2CCOCC2)CC1
→ -1	-2.2	97	-6	1.2	2	2	17	2	-3
[18] Cc1cc(=O)n2[nH]c(C)c(-c3ccc(Cl)cc3)c2n1
→ 1	-3.3	103	5	1.0	0	-2	2	1	-4
[19] Cc1cc(O)c(/C=N/OCc2ccc(Cl)cc2Cl)c(=O)o1
→ 3	-0.3	98	0	1.6	14	0	-3	3	-5
[20] CC(C)=C1C2C=CC1C1C(=O)N(c3ccc4c(c3)OCO4)C(=O)C21 (configuration not stated)
→ -7	-1.7	99	-5	0.7	-2	1	-2	-3	-1
[21] COC(=O)c1cc(OC)c(OC)cc1N
→ -4	1.4	118	-7	1.8	3	-4	24	-5	-2
[22] Cc1ccccc1/C=C\c1nc2ccccc2c(=O)n1Cc1ccccc1
→ -6	-1.5	107	-22	-1.2	-3	3	-8	-1	-2
[23] CC(NS(=O)(=O)c1ccc(OCC(=O)Nc2cccc([N+](=O)[O-])c2)cc1)c1ccccc1 (configuration not stated)
→ 4	-1.2	99	14	-1.8	0	-2	3	-1	0
[24] O=C1C=C(c2ccccc2)C(O)(c2ccccc2)C1 (configuration not stated)
→ -2	0.9	86	-15	0.2	-2	-5	11	-3	0
[25] Cc1cccn2c(=O)c3cc(S(=O)(=O)c4ccccc4)c(=N)n(Cc4cccnc4)c3nc12
→ 0	-5.7	112	-5	31	-6	-2	1	20*	-12
[26] Cc1sc2nc(CSc3nc4ccccc4c(=O)n3CCCN3CCOCC3)[nH]c(=O)c2c1C
→ -1	-1.2	/	-20	0.0	/	-4	1	-15	-2
[27] CC(=O)N(Cc1ccc(Br)cc1)c1ccccc1C(=O)O
→ -2	0.6	77	0	-1.2	/	-3	8	-4	-5
[28] CCOC(=O)N1CCN(S(=O)(=O)c2c[nH]c(C(=O)OC)c2)CC1
→ 2	-2.1	/	-1	0.2	0	1	10	-2	0
[29] CCOC(=O)c1ccc(NC(=O)CCC(=O)NCc2ccco2)cc1
→ -1	-0.6	97	1	1.5	1	5	3	-5	-4
[30] O=C(NCCN1CCOCC1)c1ccc(Cl)c(Cl)c1
→ 0	-0.2	109	3	0.7	-2	2	-14	-2	0
[31] COCCn1c(C(F)(F)F)ccc(NC(=O)c2ccccc2)c1=O
→ -3	0.4	113	-26	2.6	3	-5	-7	5	/
[32] CCOC(=O)c1c(C)c(C(=O)NCc2cccs2)c(C)n1CC
→ -1	-0.4	98	3	-0.4	-1	-1	-8	-1	-2
[33] Cc1ccc(CNS(=O)(=O)c2ccc(C)s2)cc1
→ 0	-2.1	103	2	0.3	2	0	-1	0	-15
[34] c1ccc(Nc2ccccn2)nc1
→ -4	-2.3	90	-14	-0.9	-2	3	7	-1	-11
[35] CCOC(=O)c1c(-c2ccccc2)csc1NC(=O)CCN1CCOCC1
→ -2	-3.0	100	6	-0.6	2	-2	-3	3	0
[36] CCC(C)(NC(=O)c1ccc2c(c1)OCO2)C(=O)NC1CCCCC1 (configuration not stated)
→ 0	-1.0	108	-1	0.6	0	-1	-1	-2	/
[37] O=C(COC(=O)/C=C/c1cccc(C(F)(F)F)c1)NC(c1ccccc1)c1ccccc1
→ 0	-3.7	80	1	0.0	-3	-2	-4	0	1
[38] COc1ccc(/C(N)=N/OC(=O)CCCN2C(=O)c3ccccc3C2=O)cc1OC
→ -1	-1.2	100	-4	0.5	1	3	39	-2	-1
[39] CS(=O)(=O)N(CC(=O)Nc1ccccc1C(=O)N1CCOCC1)c1cccc(F)c1
→ -1	-0.3	101	-2	-0.2	-2	-1	-6	4	-3
[40] COc1cccc(NC(=O)Nc2ccc(C)c(Cl)c2)c1
→ -3	-0.6	95	4	-0.2	-7	5	1	-5	-2
[41] Cc1cccc(N=Nc2cn[nH]c2-c2ccco2)c1
→ 0	-0.3	94	10	0.9	-1	-1	46	3	-3
[42] C(=C\c1nnc2c3ccccc3ncn12)/c1ccccc1
→ -1	-1.4	96	-7	-0.9	-4	-3	5	-2	0
[43] O=C(O)/C(=C1/OC(=O)c2ccccc21)c1ccccc1
→ -3	0.0	104	8	0.3	-3	2	-8	-2	1
[44] CC(C)(C)c1ccc(C(=O)N/C(N)=N/c2nc3ccccc3o2)cc1
→ 2	-0.2	106	-8	1.3	-2	0	16	-1	-2
[45] COc1cccc(NC(=O)COc2cc(C)cc3oc(=O)cc(C)c23)c1
→ -2	0.3	99	-7	-0.2	6	-3	19	2	0
[46] CCCCOC(=O)n1c(=O)oc2cc(S(=O)(=O)N3CCCCC3)ccc21
→ -1	-0.4	102	-2	2.0	-2	-2	9	1	1
[47] COC(=O)Cc1ccc(NC(=S)N2CCN(c3ccc(OC)cc3)CC2)cc1
→ 4	-0.1	99	-7	0.1	0	4	17	0	-2
[48] Cc1cc(C)c(S(=O)(=O)NCCOc2ccccc2)c(C)c1-n1cnnn1
→ -3	-1.6	124	-3	-0.6	2	1	3	2	-3
[49] CC1(c2ccc(Cl)cc2)NC(=O)N(CC(=O)NCc2ccc(F)cc2)C1=O (configuration not stated)
→ 0	-2.4	/	6	-1.1	-1	2	22	2	-6
[50] COc1ccc(/C=C(\NC(=O)c2ccccc2)C(=O)N/N=C/c2cccnc2)cc1
→ -2	-3.5	111	-4	0.5	-1	5	1	-4	-8
[51] C=CCOc1ccc(-c2nc3c(c(=O)[nH]c(=O)n3CCCC)n2C)cc1OC
→ -2	-1.6	115	-2	-1.2	2	-2	41	-1	-1
[52] CCCOc1ccc(/C=C/C(=O)N2CCN(c3ccccn3)CC2)cc1
→ -2	0.1	/	-18	1.8	/	1	5	-4	-3
[53] O=C1C=C(N2CCOCC2)CCC1
→ 2	0.4	99	5	2.2	/	1	-3	4	-4
[54] CC[C@]12c3[nH]c4ccc(Cl)cc4c3CCN1C(=O)[C@@H](CC(=O)NC(C)(C)C)C[C@@H]2C(=O)N1CCN(C(=O)c2ccco2)CC1
→ -1	0.2	99	-4	-0.8	/	0	29	1	-4
[55] Cc1c(Cl)cccc1NC(=O)Cn1c(CCC(=O)O)ccc1-c1ccc(Cl)cc1
→ 3	-1.2	96	-8	0.2	-1	0	2	-1	2
[56] COC(=O)C(Cc1ccccc1)NC(=O)CNC(=O)c1sc2ccccc2c1Cl (configuration not stated)
→ 0	-1.1	89	-2	-0.3	4	-3	-3	-6	-6
[57] O=C(CSc1nc2ccccc2[nH]1)NC1CCCC1
→ 1	-0.2	102	-3	2.0	9	-1	-7	-2	-2
[58] NC(=O)c1ccc(C(F)(F)F)n(Cc2c(Cl)cccc2Cl)c1=O
→ -4	0.4	97	3	-0.3	-2	-1	0	-2	/
[59] CCOC(=O)c1ccc(NC(=S)NNC(=O)COC)cc1
→ -1	-1.8	120	2	0.6	-5	-2	8	-1	-1
[60] Cc1[nH]n(-c2ccccc2)c(=O)c1N=Nc1nccs1
→ 18	-1.7	98	3	0.3	16	-1	20	0	-4
[61] O=C1CCN(Cc2ccccc2)C(=O)N1
→ 0	-0.5	112	-4	0.3	1	2	-1	1	-1
[62] CC(=O)Nc1ccc(NC(=O)CSC2=NS(=O)(=O)c3ccccc3N2)cc1
→ -1	-1.7	106	9	0.0	1	-3	22	-3	-2

Compound activity: PubChem BioAssay, several laboratories
